PRMT1 inh – blocks human protein arginine methyltransferase 1. Q99873. recombinant PRMT1, activity-based probe fluorescence polarization. inhibition, % at 2.79 µM. hit rate 1.3% among 370,000;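 active = inhibition above about 21% made by adding two undisclosed values, limit read from the data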
TCR-CD3 inh – human TCR-CD3 binding inhibition | inhibition, % at 9.4 µM | TAMRA-labeled TCR probe fluorescence, biochemical | hit rate 0.37% among 360,000 | AID 651800; in the data active = inhibition above about 19%;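 also: recombinant mutant TCR 2C K166C tagged with TAMRA read by polarization; 0% = receptor in buffer alone and 100% = receptor with positive control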
PG9 Ab binder – small molecules binding HIV-1 gp120 antibody PG9; hit rate 0.43% among 360,000; AID 624416; TR-FRET gp120-PG9 antibody binding; inhibition, % at 6.7 µM; in the data active = inhibition above about 8.5%
SIAE primary – human SIAE inhibition, primary screen. SIAE FP-Rh probe binding, fluorescence polarization. inhibition, % at 9.66 µM. Q9HAT2. hit rate 0.69% among 370,000;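 active = inhibition above a cutoff: mean of compounds within the control limits plus 3 SD of those, cut at about 17% in these data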;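 also: 0% = plate median of compound wells and 100% = probe without SIAE protein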
rCAG RNA binder – r(CAG) repeat RNA binding. TO-PRO-1 dye displacement fluorescence. hit rate 1.3% among 370,000. inhibition, % at 3 µM;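 active = inhibition above the plate cutoff, the mean of all test compounds on that plate plus 3 SD, cut at about 35% in these data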;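 also: 0% = DMSO alone and 100% = 100 µM mitoxantrone as full dye displacement; higher means more dye released from RNA so lower well fluorescence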
TDP2 inh – blocks human TDP2 phosphodiesterase activity; recombinant TDP2, T5PNP hydrolysis, p-nitrophenol absorbance 415 nm; hit rate 0.34% among 370,000; inhibition, % at 12.8 µM;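 active = inhibition above the mean of all tested compounds plus 3 SD, set per campaign, cut at about 25% in these data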;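 also: 0% = DMSO with enzyme and 100% = buffer with substrate but no TDP2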
Target sequence (O95551 whole entry, looked up): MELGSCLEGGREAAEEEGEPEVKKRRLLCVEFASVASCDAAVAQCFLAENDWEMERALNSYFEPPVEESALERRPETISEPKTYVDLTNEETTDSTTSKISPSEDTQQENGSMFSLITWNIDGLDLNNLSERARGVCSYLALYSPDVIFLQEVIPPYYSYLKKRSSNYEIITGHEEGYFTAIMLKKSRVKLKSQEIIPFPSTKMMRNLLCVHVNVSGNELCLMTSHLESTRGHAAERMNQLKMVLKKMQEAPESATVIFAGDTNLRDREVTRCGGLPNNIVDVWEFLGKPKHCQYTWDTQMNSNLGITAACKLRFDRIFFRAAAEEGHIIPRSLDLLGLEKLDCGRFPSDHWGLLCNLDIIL
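Incubation: 2 h at 37 °C; Test system: recombinant human TDP2; Quantity: enzyme 120 nM; Read-out basis: percent inhibition; Medium: 50 mM Tris-HCl pH 7.5 with Mg2+, KCl, DTT, BSA; Repeats: single replicate; Compound: 12.8 µM single point, 1% DMSO; Signal: epi absorbance; Reagent: 5 mM T5PNP chromogenic substrate; Benchmarks: no-enzyme high, DMSO-plus-enzyme low.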
HTRA1 inh – HTRA1 (human) protease inhibition | inhibition, % at 5.96 µM | Q92743 | recombinant HTRA1, FP-rhodamine activity-based probe, fluorescence polarization | hit rate 0.5% among 340,000; in the data active = inhibition above about 36%;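 also: 0% = enzyme with DMSO and 100% = wells lacking enzyme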
LEDGF integ inh – blocks HIV-1 LEDGF/p75-dependent DNA integration; TR-FRET IN-LEDGF/p75 DNA integration, Eu/Cy5; inhibition, % at 3.7 µM; hit rate 0.64% among 370,000; AID 743269;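 active = inhibition above the screen-wide mean plus 3 SD, cut at about 13% in these data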;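 also: signal is the Cy5 over europium emission ratio at 671 and 618 nm; 0% = plate median of compound wells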
mABHD4 FP – inhibitors of mouse ABHD4; Q8VD66; purified mABHD4, FP-Rh probe fluorescence polarization; inhibition, % at 8.92 µM; hit rate 0.54% among 370,000; AID 720543;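 active = inhibition exceeding the mean over every tested compound plus 3 SD, cut at about 30% in these data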;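 also: 0% = plate median of compound wells and 100% = S159A mutant with DMSO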
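Material: mouse ABHD4 enzyme, wild type; Benchmarks: S159A mutant high control, sample median low control; Buffer or medium: HEPES pH 7.0, NaCl, Pluronic buffer; Signal: fluorescence polarization; Read-out: percent inhibition of probe binding, normalized to plate controls; Timing: pre-incubation 45 min, probe exposure 60 min, at 25 °C; Dosing: 8.92 µM, single dose.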
NR1D1 modulator – Rev-erb alpha (human) modulation. P20393. Rev-erbα–FITC-DNA binding, fluorescence polarization, 90 min. activity, % at 10 µM. hit rate 0.79% among 370,000. AID 1259318;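 active = activity above about 14%, limit read from the data; passing the limit was not always enough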;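 also: 0% = DMSO wells with 35 nM protein and 100% = DMSO wells with 750 nM protein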
Target sequence (P20393 whole entry, looked up): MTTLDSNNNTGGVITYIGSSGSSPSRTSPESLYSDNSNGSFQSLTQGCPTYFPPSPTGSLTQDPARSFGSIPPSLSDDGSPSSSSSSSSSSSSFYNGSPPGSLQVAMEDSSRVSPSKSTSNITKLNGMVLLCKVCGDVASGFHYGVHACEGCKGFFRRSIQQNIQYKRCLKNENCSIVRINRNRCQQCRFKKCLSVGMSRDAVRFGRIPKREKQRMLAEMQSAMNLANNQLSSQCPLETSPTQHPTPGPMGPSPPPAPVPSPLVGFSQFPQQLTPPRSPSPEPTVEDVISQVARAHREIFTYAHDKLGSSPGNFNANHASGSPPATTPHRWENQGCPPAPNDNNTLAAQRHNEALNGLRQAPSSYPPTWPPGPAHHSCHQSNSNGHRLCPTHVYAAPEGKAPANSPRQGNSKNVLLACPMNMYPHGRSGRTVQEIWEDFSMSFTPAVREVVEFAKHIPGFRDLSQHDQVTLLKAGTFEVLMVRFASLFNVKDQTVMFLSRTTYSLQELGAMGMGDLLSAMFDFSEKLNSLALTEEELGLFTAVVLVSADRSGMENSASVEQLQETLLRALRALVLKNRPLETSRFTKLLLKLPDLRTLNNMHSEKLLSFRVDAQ
Numbers without * were called inactive; · = not tested or not shown; & = joins results of further samples.

SMILES	PRMT1 inh	TCR-CD3 inh	PG9 Ab binder	SIAE primary	rCAG RNA binder	TDP2 inh	HTRA1 inh	LEDGF integ inh	mABHD4 FP	NR1D1 modulator
O=S(=O)(CCSc1nc2ccccc2o1)Cc1ccccc1	0	-1	0.5	-2	-5	5	-5	-1	-1	1
CCOc1ccc(NC(=O)C2CC(=O)N(CCc3ccc(OC)c(OC)c3)C2)cc1OCC (configuration not stated)	2	10	-1.5	9	3	6	10	-6	3	-4
Cc1ccc(C(=O)c2cn(-c3ccc(F)c(Cl)c3)nn2)cc1	1	8	0.4	5	1	2	-1	1	2	0
Cc1ccccc1NC(=O)C(C)c1cccc(C(=O)c2ccccc2)c1 (configuration not stated)	1	-1	0.8	0	0	8	-15	1	1	6
CC1CN(c2snnc2C=C2C(=O)OC(C)(C)OC2=O)CC(C)O1 (configuration not stated)	2	-4	-1.9	3	8	5	-6	0	3	·
Cc1ccc(NC(=O)c2cc(F)c(F)cc2Cl)nc1	4	-7	-1.3	-7	-4	-7	-1	-7	4	-2
CCCNC(=O)CCCN1C(=O)c2ccccc2Sc2ncccc21	-1	3	-2.5	-4	-3	4	0	-2	3	1
CC[n+]1c(/C=C/c2ccc(N(C)C)cc2)ccc2ccccc21	1	-24	-50	-112	19	5	-34	-6	-166	-8
Cn1c(COc2ccc(Cl)cc2)nnc1SCC(=O)NC1CCCC1	-1	3	0.7	-4	-6	-7	-1	-1	0	-5
C[C@H](CO)N1C[C@H](C)[C@@H](CN(C)Cc2ccc(C(=O)O)cc2)Oc2c(NS(=O)(=O)c3cn(C)cn3)cccc2C1=O	0	0	-0.4	-1	3	-2	1	-2	-2	-4
COC(=O)Cc1cc(=O)[nH]c(/N=C(\N)Nc2ccc(C)cc2C)n1	1	1	-0.1	5	-1	1	1	-2	1	-1
Cc1cc(=O)[nH]c(N/N=C/c2ccc3c(c2)OCCO3)n1	1	-1	-1.7	3	4	0	3	2	0	2
CCOC(=O)Cc1c(Cl)c2ccccc2[nH]c1=O	-1	-4	2.6	9	-4	0	-1	-3	5	-1
CCc1ccc(N2CC(C(=O)NCC(C)(C)N3CCOCC3)CC2=O)cc1 (configuration not stated)	-2	4	-1.1	-4	-1	-4	9	2	5	-4
CCCCN1C(=O)CCC(C(=O)O)C1c1ccc(OC)cc1 (configuration not stated)	-1	4	-0.7	-8	2	8	-2	1	-1	5
COc1ccc(-c2noc(C3CCCN(C(=O)Nc4ccc(C)c(F)c4)C3)n2)cc1 (configuration not stated)	4	·	·	-9	5	-4	·	-5	-22	-2
COc1cc(SC)ccc1C(=O)Nc1ccc(OCC(=O)N2CCOCC2)cc1	-2	4	-1.3	-2	0	15	-3	2	-10	-2
CC(C)(C)c1ccc(CC(=O)N2CCC2(C)C(=O)NS(=O)(=O)c2cccc(C#N)c2)cc1 (configuration not stated)	1	-3	0.7	-4	30	2	·	-1	5	1
Cc1cccc(C(C)n2nnc3ccccc32)c1O (configuration not stated)	-3	3	0.2	3	-5	6	-12	0	-3	-1
O=S(=O)(c1ccccc1)N1CCc2ccccc21	-2	3	1.3	3	-1	11	-12	1	-4	-4
Cc1cc(NC(=O)CC(C)C)c(=O)n(Cc2cccc(F)c2)c1	-5	8	-0.2	12	0	9	-3	3	-1	4
O=C(O)c1cccc(S(=O)(=O)Nc2ccccc2Oc2ccccc2)c1	4	-1	0.8	-2	3	-6	6	-1	-10	2
O=C(COC(=O)CCS(=O)(=O)c1ccccc1)NNC(=O)c1ccc([N+](=O)[O-])cc1	-2	6	0.3	0	5	1	2	3	1	0
CC#CCN1c2ccccc2[C@]23C[C@@H](C(=O)OC)N(C(=O)OCC)C2=NC(C(=O)OC)=C(C(=O)OC)[C@H]13	-1	-3	-0.9	-2	-7	-8	0	5	1	1
O=C(Nc1ccccc1)c1ccc[nH]1	0	-5	3.4	2	-1	3	3	-1	-2	-2
O=C(Nc1nccs1)c1cc(S(=O)(=O)N2CCCCC2)ccc1Cl	-3	8	-2.0	8	-2	10	-5	0	-1	-2
CC[C@H]1OC(=O)[C@H](C)[C@@H](O[C@H]2C[C@@](C)(OC)[C@@H](O)[C@H](C)O2)[C@H](C)[C@@H](O[C@@H]2O[C@H](C)C[C@H](N(C)C)[C@H]2O)[C@](C)(O)C[C@@H](C)C(=O)[C@H](C)[C@@H](O)[C@]1(C)O	2	5	0.2	6	14	3	3	-1	-1	6&-5&12
COc1ccc(F)cc1-c1cc(C(=O)NCc2ccc(F)cc2)[nH]n1	-1	0	0.4	1	3	-8	·	0	4	6
O=C(Nc1ccc(Br)cc1)c1ccccc1CC[N+](=O)[O-]	2	0	0.8	-2	-1	8	-11	0	-3	0
Cc1cccc(NC(=O)CCN2CCC(C(N)=O)CC2)c1	1	-6	0.8	-7	0	2	8	-5	6	2
N#Cc1ccccc1OCCCN1CCC(C(O)(c2ccccc2)c2ccccc2)CC1	0	-1	1.4	3	1	6	·	4	2	8
Cc1cc(OCC(=O)N2CCN(c3cccc(Cl)c3)CC2)c2c(C)c(C)c(=O)oc2c1	-2	5	-1.2	-6	1	0	1	-2	1	14
COc1ccccc1-c1ccc(Nc2ccc(C(=O)N3CCOCC3)cc2)nn1	-3	5	-2.9	6	-4	-3	-7	4	6	-3
C/C(=N\NC(=O)c1cc(C)oc1C)c1ccc2c(c1)OCO2	-3	5	0.2	-6	2	-10	-3	2	0	1
CCOC(=O)NC(NCCc1ccccc1)(C(F)(F)F)C(F)(F)F	-2	6	-0.3	4	0	1	-4	2	-4	-1
COc1ccccc1N(C)S(=O)(=O)c1ccc(C(=O)NCC(c2ccco2)N2CCCCC2)cc1 (configuration not stated)	-4	-3	2.2	4	0	-4	-6	-1	-2	-5
COc1cccc2sc(NN)nc12	17	-2	-1.1	0	25	-12	28	-5	92*	-9
O=C(c1ccccc1F)N1CCN(Cc2cccc(Cl)c2)CC1	1	-2	-0.4	3	-9	7	6	-1	7	1
O=C(Nc1nc2ccc(Cl)cc2s1)c1ccc(Br)o1	2	-6	1.8	-5	15	-2	-10	-1	-10	-5
CC(NC(=O)Nc1ccc(Cl)cc1)C(c1cccs1)N1CCOCC1 (configuration not stated)	3	-6	-1.3	2	0	1	-11	-1	4	-2
O=C(COc1coc(CN2CCN(c3ccccc3F)CC2)cc1=O)NC1CCCC1	1	-8	-0.1	3	-6	-10	1	-6	-2	1
COc1ccccc1NC(=O)COC(=O)c1ccc(S(=O)(=O)N2CCCCCC2)cc1	1	-3	0.8	-1	-1	-7	2	5	0	6
CN(C)c1ccc(C(CNS(=O)(=O)c2cccc([N+](=O)[O-])c2)N2CCOCC2)cc1 (configuration not stated)	1	6	0.0	6	-3	3	-2	1	3	-7
Oc1ccc(/C=N/NC(=S)NC2CC3CCC2C3)cc1 (configuration not stated)	5	-1	0.4	13	3	1	-6	-2	-5	3
CC(=O)N1CCOc2ccc(S(=O)(=O)N3CCN(c4cc(C)ccc4C)CC3)cc21	-1	0	-1.2	-9	2	-1	-19	5	1	1
CCn1c(CC(=O)Nc2ccccc2C)nnc1SCC(=O)Nc1nncs1	-5	5	-2.0	-6	2	-1	2	2	-7	4
O=C(Nc1nc2c(Cl)ccc(Cl)c2s1)C1CC1	1	6	-0.6	-4	3	-1	-11	3	1	2
S=c1[nH]nc(COc2ccccc2)n1/N=C/C=C/c1ccco1	33*	3	3.8	8	21	7	·	13	15	7
Cc1noc(C)c1C(=O)Nc1ccc(-c2nnc3n2CCCCC3)cc1	-2	3	-0.6	-4	0	-3	3	7	3	4
OCCCN1CCN(CCCOc2ccccc2-c2ccccc2)CC1	-2	0	0.0	4	-7	5	-5	-3	12	-10
The list continues:
SMILES	PRMT1 inh	TCR-CD3 inh	PG9 Ab binder	SIAE primary	rCAG RNA binder	TDP2 inh	HTRA1 inh	LEDGF integ inh	mABHD4 FP	NR1D1 modulator
O=S(=O)(Nc1cc(C(F)(F)F)ccc1N1CCOCC1)c1ccccc1	1	-7	-0.8	4	-4	-2	1	-3	3	8
c1ccc(OCc2nnnn2-c2ccccc2)cc1	-1	7	-0.8	-6	-5	-2	-2	-1	0	9
O=C(NC1CCc2ccccc21)c1cc(COc2ccc(F)cc2Cl)on1 (configuration not stated)	0	0	1.4	-1	-2	-10	2	1	-2	-7
O=C(c1ccc(F)cc1)N(Cc1ccccc1)C1CCS(=O)(=O)C1 (configuration not stated)	3	-9	1.4	-7	1	-8	4	-2	-15	-3
O=C1CCCC2=C1C(c1ccco1)Nc1ccc3ccccc3c12 (configuration not stated)	44*	11	1.0	4	34	-10	15	33*	25	-12
CC1(C(=O)Nc2cccc3cccnc23)CCN1Cc1csc2ccccc12 (configuration not stated)	1	-2	-2.7	-11	6	3	·	3	-16	-7
Cc1cc2nc(-c3ccccc3O)[nH]c2cc1C	1	-3	-18	-1	7	-3	-1	0	9	-9
O=C(CN1C(=O)NC(Cc2c[nH]c3ccccc23)C1=O)Nc1ccccc1Br (configuration not stated)	-1	15	-0.1	4	3	-9	11	-1	4	-1
O=C(NC(Cc1ccccc1)c1ccc2c(c1)OCCCO2)c1ccc(F)cc1 (configuration not stated)	0	-5	-1.4	-9	2	-13	-22	-4	-8	1
CC(C)(C)NC(=S)NCCc1ccccc1	-1	5	-2.0	1	-2	11	10	1	-2	8
O=C(CN1CCN(c2ccccc2)CC1)NC(=O)NCc1ccccc1	-2	4	-1.4	-3	-2	6	0	1	3	-4
COC(=O)c1ccc(C2C(C#N)=C(N)Oc3cc(C)n(C)c(=O)c32)cc1 (configuration not stated)	2	-6	-0.1	2	0	2	2	3	2	2
CCc1ccccc1N1CC(C(=O)N2Cc3ccccc3CC2C(N)=O)CC1=O (configuration not stated)	0	1	1.1	-2	0	-9	-2	-1	1	-2
COc1ccc(-c2cc(C(=O)Nc3ccccc3)on2)cc1	0	2	0.3	-2	-3	4	-18	2	3	6
CCOC(=O)C1CCCCN1C(=O)c1oc2c(Cl)cc(C)cc2c1C (configuration not stated)	-2	5	-2.6	-7	-5	-3	-24	1	6	1
Clc1cc(Sc2ccc(Br)cc2)nnc1-c1ccccc1	-1	4	-3.3	-4	-3	-6	-46	-3	1	0
CC(C)[C@H](COC=O)NC(=O)[C@H]1O[C@@H](n2ccc(N)nc2=O)[C@H](O)[C@@H]1O	-5	3	-1.8	-3	2	5	·	1	0	-1
CCOC(=O)c1c(O)cc(C)[nH]c1=O	4	0	0.6	1	-2	-6	7	-1	5	-4

These rows are one share of the data, so the mix of outcomes need not match the whole.
